MsrA inh = inhibits bovine methionine sulfoxide reductase A | purified bovine MsrA, absorbance read-out | inhibition, % at 15.5 µM | 360,000 compounds, 0.75% hits; in the data active = inhibition above about 4.5%;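 note: 0% = vehicle wells with enzyme and 100% = reference inhibitor wells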
FAS-TE inh = FAS thioesterase (human) inhibition; recombinant FAS-TE, OMFH fluorogenic substrate, fluorescence endpoint; 360,000 compounds, 0.67% hits; inhibition, % at 15 µM; P49327;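 active = compounds whose normalised, plate-corrected inhibition of enzyme fluorescence in the single-dose primary screen is 50% or more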;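 note: 0% = DMSO with enzyme and 100% = substrate without enzyme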
Target sequence (P49327 whole entry, looked up): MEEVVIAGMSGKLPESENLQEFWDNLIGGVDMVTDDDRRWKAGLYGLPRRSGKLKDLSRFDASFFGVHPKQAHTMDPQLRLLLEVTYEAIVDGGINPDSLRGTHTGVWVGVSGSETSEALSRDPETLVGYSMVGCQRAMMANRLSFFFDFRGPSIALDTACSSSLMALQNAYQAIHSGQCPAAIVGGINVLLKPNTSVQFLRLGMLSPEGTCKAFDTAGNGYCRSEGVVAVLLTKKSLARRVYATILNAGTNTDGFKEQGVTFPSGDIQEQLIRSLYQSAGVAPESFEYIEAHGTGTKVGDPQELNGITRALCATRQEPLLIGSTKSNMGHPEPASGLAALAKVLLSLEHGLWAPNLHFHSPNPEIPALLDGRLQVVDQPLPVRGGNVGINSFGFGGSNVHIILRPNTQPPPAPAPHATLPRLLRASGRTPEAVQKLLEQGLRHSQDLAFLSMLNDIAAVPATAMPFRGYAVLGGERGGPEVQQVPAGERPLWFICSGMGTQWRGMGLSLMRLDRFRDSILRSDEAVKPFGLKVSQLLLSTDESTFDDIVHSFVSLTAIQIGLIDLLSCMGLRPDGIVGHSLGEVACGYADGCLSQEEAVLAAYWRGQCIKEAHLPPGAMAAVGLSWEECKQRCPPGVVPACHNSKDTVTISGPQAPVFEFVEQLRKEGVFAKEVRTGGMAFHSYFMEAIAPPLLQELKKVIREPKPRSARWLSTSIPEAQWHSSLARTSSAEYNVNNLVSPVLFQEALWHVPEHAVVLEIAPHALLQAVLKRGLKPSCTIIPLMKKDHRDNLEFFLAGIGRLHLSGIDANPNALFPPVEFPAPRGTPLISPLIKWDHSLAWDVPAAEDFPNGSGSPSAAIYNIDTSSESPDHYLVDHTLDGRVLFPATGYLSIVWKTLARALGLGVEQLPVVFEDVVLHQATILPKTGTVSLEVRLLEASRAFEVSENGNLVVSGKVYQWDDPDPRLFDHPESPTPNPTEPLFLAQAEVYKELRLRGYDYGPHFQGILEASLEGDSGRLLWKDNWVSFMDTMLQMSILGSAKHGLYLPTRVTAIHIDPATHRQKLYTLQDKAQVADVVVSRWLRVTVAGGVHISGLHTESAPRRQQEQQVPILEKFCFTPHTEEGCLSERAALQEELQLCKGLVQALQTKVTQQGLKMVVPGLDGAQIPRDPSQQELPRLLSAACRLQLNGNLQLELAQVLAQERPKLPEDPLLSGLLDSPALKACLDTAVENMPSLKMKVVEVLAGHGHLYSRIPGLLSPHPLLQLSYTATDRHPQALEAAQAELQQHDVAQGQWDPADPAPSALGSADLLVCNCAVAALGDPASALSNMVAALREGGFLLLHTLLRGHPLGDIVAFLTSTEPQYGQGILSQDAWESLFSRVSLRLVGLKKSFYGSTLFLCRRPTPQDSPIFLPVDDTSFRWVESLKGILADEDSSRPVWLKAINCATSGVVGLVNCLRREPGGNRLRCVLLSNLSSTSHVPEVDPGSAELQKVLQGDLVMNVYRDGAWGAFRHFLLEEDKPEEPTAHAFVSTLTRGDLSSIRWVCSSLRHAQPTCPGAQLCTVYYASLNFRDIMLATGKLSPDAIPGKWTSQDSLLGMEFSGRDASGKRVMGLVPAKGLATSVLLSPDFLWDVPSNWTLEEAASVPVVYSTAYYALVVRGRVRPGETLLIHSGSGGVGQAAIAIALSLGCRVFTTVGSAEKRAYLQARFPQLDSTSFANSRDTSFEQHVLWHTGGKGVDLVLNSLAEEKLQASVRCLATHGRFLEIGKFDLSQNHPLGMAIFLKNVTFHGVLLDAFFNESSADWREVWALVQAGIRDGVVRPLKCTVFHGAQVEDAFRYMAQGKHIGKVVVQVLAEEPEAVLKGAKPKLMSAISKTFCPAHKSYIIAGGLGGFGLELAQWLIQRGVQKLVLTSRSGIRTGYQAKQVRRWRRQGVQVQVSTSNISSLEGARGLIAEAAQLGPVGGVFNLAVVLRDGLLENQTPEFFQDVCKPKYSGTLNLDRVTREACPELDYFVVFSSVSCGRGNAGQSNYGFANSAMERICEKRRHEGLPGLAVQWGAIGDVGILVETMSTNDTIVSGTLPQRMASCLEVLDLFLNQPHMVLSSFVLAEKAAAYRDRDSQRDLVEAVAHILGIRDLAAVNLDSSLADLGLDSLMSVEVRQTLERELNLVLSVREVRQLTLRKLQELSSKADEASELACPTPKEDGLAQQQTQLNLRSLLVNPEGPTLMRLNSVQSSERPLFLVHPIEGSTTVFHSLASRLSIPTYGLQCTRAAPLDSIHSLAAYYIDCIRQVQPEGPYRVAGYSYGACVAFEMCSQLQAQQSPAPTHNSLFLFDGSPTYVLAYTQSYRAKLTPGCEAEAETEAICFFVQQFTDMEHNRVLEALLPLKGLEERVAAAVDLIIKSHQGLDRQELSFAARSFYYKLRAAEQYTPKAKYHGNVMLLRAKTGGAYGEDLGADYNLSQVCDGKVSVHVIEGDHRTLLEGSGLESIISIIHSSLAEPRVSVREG
bovine MsrA act = activates bovine MsrA enzyme; activation, % at 10.6 µM; purified bovine MsrA, absorbance read-out; 360,000 compounds, 0.3% hits; in the data active = activation above about 7.5%;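 note: 0% = vehicle and 100% = reference activator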
eLon inh = inhibitors of E. coli Lon protease; AID 602123; inhibition, % at 7.94 µM; 360,000 compounds, 0.42% hits; purified E. coli Lon protease, fluorescence polarization; P0A9M0; in the data active = inhibition above about 13%, passing the limit was not always enough;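 note: 0% = enzyme with probe and DMSO and 100% = no enzyme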
TbMetRS inhib = Trypanosoma brucei MetRS inhibition | 360,000 compounds, 0.4% hits | inhibition, % at 11.9 µM | purified T. brucei MetRS, ATP depletion, Kinase-Glo luminescence;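 active = inhibition above a per-plate cutoff of the control wells' mean inhibition plus 3 SD, cut at about 5.5% in these data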;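 note: 0% = DMSO wells median and 100% = median of wells with control inhibitor compound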
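Material – parasite MetRS enzyme · Medium – HEPES-MgCl2-KCl buffer plus DTT, spermine, BSA, pyrophosphatase · Reagent – ATP, methionine and E. coli bulk tRNA substrates · Times – 15 min enzyme-compound preincubation, 2 h reaction, 10 min detection, 25 °C · Measured by – luminescence of leftover ATP · Evaluation – percent inhibition relative to median high and low control wells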
PABP1 MLLE inh = inhibitors of microRNA-mediated deadenylation, human PABP1 MLLE binding. GST-MLLE / FITC-PAM2 fluorescence polarization. inhibition, % at 20 µM. 360,000 compounds, 0.36% hits. AID 588489; in the data active = inhibition above about 35%, passing the limit was not always enough;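 note: plate controls were DMSO wells with GST-MLLE for no effect and wells lacking GST-MLLE protein for full effect; some results filed as inactive read as strong as hits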
NRP1-CendR mod = NRP-1/CendR interaction modulation | O14786 | inhibition, % at 25 µM | 360,000 compounds, 0.85% hits | AID 602438 | FAM-RPARPAR peptide binding to NRP-1, fluorescence polarization;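 active = inhibition or corrected inhibition above about 18%, plus a signal ratio from 0.5 to 1.5, limit read from the data, passing the limit was not always enough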; note: strong numbers were not always called active
SKN-1 block = C. elegans SKN-1 inhibition; C. elegans VP596 Pgst-4::GFP/RFP ratio, acrylamide-induced, 24 h; inhibition, % at 21.8 µM; 360,000 compounds, 0.49% hits; AID 624304;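 active = interference check ratio from 0.5 to 1.5 plus GFP to RFP signal ratio inhibition reaching or exceeding a fixed threshold, cut at about 30% in these data, passing the limit was not always enough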; note: some compounds called inactive have numbers as strong as hits
MT1-MMP act inh = MT1-MMP (human) activation inhibition. HT1080 RFP-PRO-GFP cells, GFP/RFP ratio fluorescence, overnight; percent of plate control window, DMSO zero. GFP/RFP ratio change, % at 20 µM. AID 651647. 360,000 compounds, 0.061% hits. P50281;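 active = GFP/RFP ratio change of at least 30% with cell ATP level not reduced by more than half and red fluorescence within 50% of control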; note: strong numbers were not always called active
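Compound: 20 µM single dose, 1% DMSO / System: HT1080 RFP-PRO-GFP cells / Controls: DMSO and RFP-L50D-GFP cell wells / Read-out basis: GFP/RFP fluorescence ratio / Schedule: overnight compound exposure at 37 °C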
Numbers without * were called inactive; . = not tested or not shown. Hits appear at their usual frequency (roughly 4% active in at least one column).

SMILES | MsrA inh | FAS-TE inh | bovine MsrA act | eLon inh | TbMetRS inhib | PABP1 MLLE inh | NRP1-CendR mod | SKN-1 block | MT1-MMP act inh
O=C(CCC(=O)c1cccs1)NNC(=O)c1cccc(Cl)c1 | -1.2 | -7 | -8 | 21 | -0.3 | 2 | -5 | 3 | 3
CC(C)Nc1nnc(Sc2ccc(Cl)cc2[N+](=O)[O-])s1 | 0.5 | 17 | -1 | -4 | 0.4 | -3 | 0 | 16 | 1
COc1cccc(C(=O)N/N=c2/oc3ccccc3cc2C(N)=O)c1 | 2.1 | 0 | -2 | 1 | 0.4 | -2 | -2 | 12 | 1
COc1ccc(CC(=O)NCCc2ccc(Cl)cc2Cl)cc1 | -0.5 | 2 | -9 | -3 | -0.3 | 13 | 3 | -8 | 0
CCCC1=NN(C(=O)C(=O)Nc2ccc(Br)cc2)C(O)(C(F)(F)F)C1 (stereo unspecified) | -0.1 | 6 | -3 | -2 | 1.6 | 3 | 11 | -4 | 0
COc1ccc(NC(=O)CSc2nnnn2-c2ccccc2OC)c(OC)c1 | -0.9 | 4 | -1 | -14 | -0.6 | -4 | 7 | 3 | 1
CCCN(CC(=O)Nc1ccccc1OC)C(=O)c1ccc2[nH]c3c(c2c1)CC(C)CC3 (stereo unspecified) | 1.3 | 17 | -11 | -4 | -0.1 | -14 | 9 | -1 | .
CN(CCOc1ccc(-c2ccn(S(=O)(=O)c3ccc(Cl)cc3)n2)cc1)c1ccccn1 | -0.1 | 30 | -4 | -1 | -0.1 | -6 | 0 | 10 | -3
C=CCNC(=O)Nc1ccc(F)cc1F | 0.2 | -11 | -9 | -9 | -0.7 | -2 | 17 | 2 | -3
Cc1cc(Cl)cc2sc(NC(=O)C3CC3)nc12 | 1.3 | -7 | -3 | 1 | -0.1 | 2 | -7 | 3 | -2
COc1cccc(Cl)c1NC(=O)N1CCN(c2cc(C)nc3ccccc23)CC1 | 4.0 | 23 | -1 | 1 | 3.3 | -12 | -2 | 11 | 8
COc1cccc(C2C3=C(CC(C)(C)CC3=O)Nc3cc(OC)c(OC)cc32)c1 (stereo unspecified) | 0.4 | 5 | -6 | -5 | -1.0 | -11 | -2 | 7 | 4
O=C(Nc1ccccc1)c1cc(C2CCCN(C(=O)OCc3ccccc3)C2)on1 (stereo unspecified) | 0.4 | 11 | -1 | 7 | -0.1 | 6 | 4 | 7 | 8
CCC1CCCCN1C(=O)CCn1ccnc1 (stereo unspecified) | 0.0 | -6 | -3 | -7 | -1.0 | 25 | 5 | -1 | 1
CCCC1CC(c2csc(N)n2)CCO1 (stereo unspecified) | -0.2 | -3 | 2 | 1 | 0.1 | 10 | 22 | 3 | -4
CC(C)CNc1nc(N)c([N+](=O)[O-])c(N2CCCCCC2)n1 | 1.1 | 9 | -8 | 2 | 0.0 | -7 | -2 | -14 | 4
Cc1cc(C)c(CN2CCN(C(=O)Cn3cnc(C(=O)Nc4ccc(C)c(C)c4)n3)CC2)c(C)c1 | -0.3 | 12 | -6 | -6 | 0.1 | 17 | -1 | -17 | 4
CCOC(=O)C1=C(C)OC(N)=C(C#N)C1c1ccccc1 (stereo unspecified) | -0.1 | -5 | -4 | 2 | 0.4 | -13 | -6 | 2 | -7
CC(C)(C)C1(O)CC(C(F)(F)F)=NN1C(=O)CCCc1ccccc1 (stereo unspecified) | 0.5 | 9 | -1 | -1 | 0.4 | 5 | -4 | 3 | -1
O=C(NCc1ccccn1)c1cn(Cc2ccccc2)nn1 | 2.3 | -4 | -3 | -2 | 0.1 | 6 | -17 | -10 | 1
CC[C@@H](C)[C@@H](CO)NC(=O)[C@H]1O[C@@H](n2cnc3c(N)ncnc32)[C@H](O)[C@@H]1O | 1.9 | -12 | -1 | -9 | -0.4 | -17 | 16 | 4 | 2
Cc1ccc2nc3c(cc2c1)c(NS(=O)(=O)c1ccccc1)nn3CC(C)C | -0.3 | -4 | 1 | 1 | -0.3 | -5 | 1 | 5 | 3
Cc1cn(C2CC(O)C(CO)O2)c(=O)n(Cc2ccccc2)c1=O (stereo unspecified) | -0.4 | -7 | 6 | -11 | -0.3 | 1 | 3 | -2 | 1
CCCC(c1nnnn1Cc1cccs1)N1CCN(c2nc3ccccc3s2)CC1 (stereo unspecified) | 1.1 | 28 | -2 | 2 | -0.4 | 14 | 5 | 3 | -2
N#CCCC(C#N)(c1cccnc1)N1CCOCC1 (stereo unspecified) | 1.2 | -10 | -1 | -6 | -0.3 | 15 | 1 | 19 | -3
O=C(CNC(=O)C1COc2ccccc2O1)N/N=C\c1ccc(Br)cc1 (stereo unspecified) | 0.9 | 4 | -11 | -10 | 0.7 | 2 | 3 | 10 | 4
NNC(=O)CCc1nc2ccc(O)cc2[nH]1 | 1.0 | -5 | -15 | -3 | -1.9 | -13 | 3 | -9 | 3
O=C(NCCc1ccc2c(c1)OCCO2)c1cccc(S(=O)(=O)N2CCCC2)c1 | 0.1 | 1 | -3 | 10 | -0.6 | -17 | -9 | -37 | 3
Cc1ccc(NS(=O)(=O)c2ccc(Cl)c(C(=O)Nc3ccccc3-c3nc4ccccc4[nH]3)c2)cc1C | 3.3 | 44 | -9 | 2 | -0.9 | 20 | -2 | -1 | -12
COc1ccc(NC(=O)CSc2nc(C3CC3)nc3ccccc23)cc1 | 0.0 | 3 | -2 | 2 | 0.0 | 12 | -11 | 6 | -7
Cc1ccc(NC(=O)NC(=O)N(C2CCCCC2)S(=O)(=O)c2ccccc2)cc1 | -2.3 | -7 | -2 | 4 | 0.3 | -8 | -4 | 4 | -2
COCCn1cnc2c1c(=O)n(CC(=O)NC1CCCCC1)c(=O)n2Cc1ccccc1 | -0.9 | -5 | 0 | -10 | -0.1 | 1 | -10 | 20 | -2
O=C(NC12CC3CC(CC(C3)C1)C2)C1CCCN1C(=O)Nc1ccccc1 (stereo unspecified) | 0.1 | 5 | -2 | 2 | 0.0 | -23 | 3 | -2 | 1
CCN1CCN(C(=O)c2sc3ncnc(N4CCc5ccccc5C4)c3c2C)CC1 | -0.5 | -1 | -4 | -4 | -1.0 | -3 | 3 | 3 | -3
Oc1[nH]c2ccccc2c1N=NC(=S)N1CCOCC1 | . | -5 | -4 | -1 | -0.8 | -24 | -4 | -4 | 17
CCC/C(=N/NC(=O)c1ccc2c(c1)OCO2)c1cccs1 | -0.6 | -12 | -5 | -18 | -0.4 | 4 | 0 | 4 | 1
Cn1c(SCC(=O)NCc2ccco2)nnc1C1CCCC1 | -0.1 | -8 | -4 | 2 | -0.5 | 0 | 12 | -4 | 2
COc1cc(CN2CCCC(CO)(Cc3cccc(Cl)c3)C2)cc2c1OCO2 (stereo unspecified) | 2.0 | 10 | 0 | 4 | -0.2 | 3 | -6 | 1 | 2
Cc1cccc(NC(=O)COc2cccc3c2CCNC3=O)c1 | -0.4 | -7 | -2 | -4 | -0.2 | 3 | -1 | 14 | 6
CN(CC(=O)Nc1c(Cl)cccc1Cl)C(=O)CCC(=O)c1ccccc1 | 0.4 | -4 | 1 | -7 | -0.2 | -3 | -3 | 7 | -2
Cc1cc(OCc2cc(C(=O)N(C)C3CCOC3)no2)cc(C)c1Cl (stereo unspecified) | -0.3 | 8 | 1 | -6 | 0.1 | -2 | 14 | 21 | -2
CC(C)OC(=O)NCCOC(=O)Nc1ccc(Cl)cc1 | 0.6 | -1 | -2 | 2 | 0.1 | 3 | 4 | 6 | 6
N#Cc1c(-c2ccccc2)cc2nc3ccccc3n2c1N | 0.8 | 1 | -13 | 4 | -0.9 | -1 | 3 | -4 | 6
Cc1ccccc1NC1=C(Cl)C(=O)OC1NC(=O)c1ccccc1 (stereo unspecified) | -0.7 | -8 | -2 | -6 | -0.4 | -4 | 2 | -3 | 0
COC(=O)Nc1nnc(-c2ccco2)s1 | -1.3 | -8 | -2 | 2 | -0.6 | -1 | 5 | 7 | 2
COc1ccccc1OCCC(=O)OCC(=O)Nc1ccc2c(c1)OCO2 | 0.1 | -7 | -10 | 3 | -0.7 | 14 | 9 | 4 | .
CN1CCN(C(=O)CNc2ccc(C(F)(F)F)cc2[N+](=O)[O-])CC1 | 0.7 | -1 | -3 | 8 | -0.4 | 0 | -3 | -1 | 2
CCCCN1CC[C@H]2C=CC[C@@H](C(=O)Nc3ccc(OC)cc3)[C@H]2C1=O | -1.1 | -5 | -1 | 5 | -0.2 | 5 | -8 | 15 | 2
C[C@@H]1C(=O)O[C@@H]2[C@H](O)C34[C@H]5C[C@@H](C(C)(C)C)C36[C@H](OC(=O)[C@@H]6O)OC4(C(=O)O5)[C@@]12O (stereo partly specified) | 0.0 | -7 | -1 | -14 | 0.2 | 4 | 3 | 3 | -2
CCCCN1CNC(=S)N(CCc2ccccc2)C1 | -1.4 | -3 | -8 | -7 | -1.1 | -87 | -10 | 4 | 5
C=CCN(CC=C)C(=O)COC(=O)c1n[nH]c2ccccc12 | -0.5 | -4 | -3 | 2 | -1.0 | 13 | 5 | 1 | 1
Cc1ccc2c(c1)nc1c3ccccc3nc(-c3ccccc3N)n21 | 2.5 | 1 | -9 | -3 | -0.3 | -7 | 22 | 16 | -9
Cc1cccc(C)c1NC(=O)C1C(c2ccccc2)=Nc2ccccc2N1C(=O)c1cnccn1 (stereo unspecified) | 1.6 | . | . | . | 0.2 | . | -14 | 14 | -6
NCCOc1ccccc1-c1ccccc1 | -0.2 | -7 | -3 | 2 | -1.0 | -11 | 1 | 22 | 0
O=C(OCc1c(F)cccc1Cl)c1cc([N+](=O)[O-])ccc1N1CCOCC1 | 1.6 | 37 | -2 | -4 | -0.2 | -3 | -1 | -8 | -5
Cc1ccc(NC(=O)c2nc[nH]c2C(=O)N2CCc3ccccc3C2)cc1 | 0.5 | -1 | -3 | -9 | 0.2 | -2 | 14 | 4 | 1
C[C@@H]1CN([C@H](C)CO)C(=O)CCCn2nncc2CO[C@H]1CN(C)S(=O)(=O)c1ccc2c(c1)OCCCO2 | 0.3 | -8 | -7 | -7 | -0.3 | 0 | -1 | -15 | 2
CC(=O)Nc1ccccc1NC(=O)c1cc(C)ccc1C | -0.3 | -8 | -2 | -3 | 0.8 | 7 | 7 | 3 | 0
CCCCOc1ccc(C2=NNC(=O)CC2)cc1 | 0.5 | -7 | -13 | -2 | -1.4 | 9 | -8 | 5 | 4

Part of the list above, in markdown:
| structure | MsrA inh | FAS-TE inh | bovine MsrA act | eLon inh | TbMetRS inhib | PABP1 MLLE inh | NRP1-CendR mod | SKN-1 block | MT1-MMP act inh |
| --- | --- | --- | --- | --- | --- | --- | --- | --- | --- |
| CC(C)OC(=O)NCCOC(=O)Nc1ccc(Cl)cc1 | 0.6 | -1 | -2 | 2 | 0.1 | 3 | 4 | 6 | 6 |
| CCCCN1CNC(=S)N(CCc2ccccc2)C1 | -1.4 | -3 | -8 | -7 | -1.1 | -87 | -10 | 4 | 5 |
| NCCOc1ccccc1-c1ccccc1 | -0.2 | -7 | -3 | 2 | -1.0 | -11 | 1 | 22 | 0 |

Source: PubChem BioAssay
